Screening data deposited in PubChem by National Center for Advancing Translational Sciences (NCATS).
FBPA Giardia inh – qHTS Assay for Inhibitors of Fructose-1,6-bisphosphate Aldolase from Giardia Lamblia. A8B2U2. actives 0.71% (n = 290,000). purified Giardia FBPA. Potency, µM (series often up to 59.6 µM), inactives show top-dose activity, negative = inhibition, hits mostly inhibitors. AID 2451, 2010; active = well fitted inhibition curve with a large enough effect; inconclusive = small, poorly fitted or top-dose-only effect, or effect the other way; also: nearly all actives have a fitted effect of over 55% in size
Target sequence (A8B2U2 whole entry, looked up): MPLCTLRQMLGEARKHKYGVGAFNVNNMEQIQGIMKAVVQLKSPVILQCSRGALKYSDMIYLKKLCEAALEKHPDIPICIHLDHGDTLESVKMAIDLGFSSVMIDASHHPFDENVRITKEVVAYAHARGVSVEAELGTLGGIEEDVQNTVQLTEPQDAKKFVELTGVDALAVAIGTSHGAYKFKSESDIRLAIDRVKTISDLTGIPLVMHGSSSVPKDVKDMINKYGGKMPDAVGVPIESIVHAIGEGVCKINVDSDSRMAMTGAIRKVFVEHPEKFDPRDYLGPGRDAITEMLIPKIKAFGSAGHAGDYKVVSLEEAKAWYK
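40 nM FBPA preincubated 10 min at RT with compound (up to 57.5 uM final), then substrate plus GAPDH/TPI/NAD/arsenate coupling and diaphorase/resazurin added. Fluorescence read after 20 min at RT, 525/598 nm.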
* hit, by the source's call; ? = inconclusive; & = joins results of further samples; [ ] = dose if it differs, or a comment. % is scaled to controls: 0 for no effect and ±100 for the full control effect; potency is read from the fitted curve at half-maximal effect.

SMILES	FBPA Giardia inh
COC(=O)[C@H]1O[C@@H](c2cc(OC)c(C)c(OC)c2O)[C@H](C)[C@@H](O)[C@H]1C	-6.1%
COc1ccc2[nH]cc(CCNc3cc(-c4ccccc4C(F)(F)F)ncn3)c2c1	-18.3%
CC(=O)O[C@H]1C[C@H]2CC[C@@H]3[C@H]4C[C@@H]([N+]5(C)CCCCC5)[C@@H](OC(C)=O)[C@]4(C)CC[C@@H]3[C@@]2(C)C[C@@H]1[N+]1(C)CCCCC1	4.9%
CC(C)C[C@@H](CC(=O)N[C@@H](CCCN)CC(=O)N[C@@H]1CCNC[C@H]1C(=O)N[C@H](CC(=O)N[C@@H](CCC(=O)O)CC(=O)O)Cc1ccccc1)NC(=O)[C@@H]1CCCC[C@H]1N	-27.6%
COC(=O)CNC(=O)C1(CC(C)C)C=CCN1C(C)=O (stereo unspecified)	0.0%
N#CCCn1c(=O)c(-c2cc(F)cc(F)c2)nc2cnc(Nc3ccccc3)nc21	7.9%
COc1ccc2c(c1)O[C@@H](c1ccc3c(c1)OCO3)[C@H](OC(=O)Nc1ccc(OC(F)F)cc1)C2=O	-0.8%
N[C@@H](Cn1cc(I)c(=O)[nH]c1=O)C(=O)O	0.6%&-8.9%
COc1ccccc1CN1CCCC2(CCN(S(C)(=O)=O)CC2)C1	2.8%
COc1ccccc1CN1CCC2(CC1)CCN(C(=O)c1csnn1)CC2	-14.1%
Cc1[nH]c2ccccc2c1CN(C)C	0.7%
CC(=O)OC[C@@H]1O[C@@H](O/N=C2/C[C@@H](O)[C@@H](O)[C@@H]3[C@@H]4C(=O)N(C[C@@H]5CCCO5)C(=O)[C@H]4CC[C@H]23)[C@H](OC(C)=O)[C@H](OC(C)=O)[C@@H]1OC(C)=O	0.7%[12.9 µM]

Ordered by heavy-atom count (descending): three of the compounds above.
SMILES	FBPA Giardia inh
CC(=O)O[C@H]1C[C@H]2CC[C@@H]3[C@H]4C[C@@H]([N+]5(C)CCCCC5)[C@@H](OC(C)=O)[C@]4(C)CC[C@@H]3[C@@]2(C)C[C@@H]1[N+]1(C)CCCCC1	4.9%
COc1ccc2[nH]cc(CCNc3cc(-c4ccccc4C(F)(F)F)ncn3)c2c1	-18.3%
COC(=O)CNC(=O)C1(CC(C)C)C=CCN1C(C)=O (stereo unspecified)	0.0%

Another view of part of the listing above:
| molecule | FBPA Giardia inh |
| --- | --- |
| COC(=O)CNC(=O)C1(CC(C)C)C=CCN1C(C)=O (stereo unspecified) | 0.0% |
| N#CCCn1c(=O)c(-c2cc(F)cc(F)c2)nc2cnc(Nc3ccccc3)nc21 | 7.9% |

Following part.
SMILES	FBPA Giardia inh
CCCC1(C(=O)OC)C=C2C(=C(c3ccccc3)C(=O)C2C)CN1 (stereo unspecified)	-19.8%
CN(Cc1ccco1)c1ncncc1-c1ccccc1C(F)(F)F	0.4%
C=C(CO)C1Cc2c(ccc3c(=O)c4c(oc23)COc2cc(OC)c(OC)cc2-4)O1 (stereo unspecified)	3.7%
Cc1ccccc1Nc1oc(-c2ccccc2)nc1CCc1ccccc1	-0.6%
COC(=O)[C@@H](N)CSC/C=C(\C)CC/C=C(\C)CCC=C(C)C	0.7%
COc1ccc(Oc2ncc3nc(-c4cccs4)c(=O)n(CCC#N)c3n2)cc1	-18.0%
C[C@H](Cc1ccc(O)c(O)c1)[C@@H](C)Cc1ccc(O)c(O)c1	?
COC(=O)C1C(=O)C(C(=O)/C=C/c2ccco2)C(=O)CC1(C)C (stereo unspecified)	-19.3%
CCCCCCC1Cc2cc(OC)c(OC)cc2C(C(C(=O)OCC)C(=O)OCC)O1 (stereo unspecified)	2.1%&0.5%[12.9 µM]
C#CCN1C(C)=C(C(=O)CCO)[C@@H](c2cccc(-n3oo3)c2)C(C(=O)OC)=C1C	-2.9%
CNc1ncncc1-c1ccc(C(=O)N(C)C)cc1	-8.3%
COc1cc2c(C)c3c4c(cc(OC)c(OC)c4c2cc1OC)CCN3C	?
CN1CCN(c2ncc3nc(CCc4ccccc4)c(=O)n(Cc4ccc(F)cc4)c3n2)CC1	-5.4%
CC(C)(C)OC(=O)NCCCC1=CC2=CC(=O)C(C)(OC(=O)C3CCCC3)C(=O)C2=CO1 (stereo unspecified)	-5.7%
COc1cccc2c1CCC1CC(=O)CC[C@@]21C (stereo partly specified)	4.0%
CC(C)C[C@@H](CC(=O)N[C@@H](CCC(=O)O)CC(=O)O)NC(=O)[C@@H]1CCCC[C@H]1NC(=O)C[C@@H](NC(=O)C[C@H](Cc1ccccc1)NC(=O)[C@@H]1CNCC[C@H]1N)C(C)C	-5.8%
COCCNc1ncnc2ccc(-c3ccccc3CN(C)C)cc12	-14.8%
CO[C@H]1COC(=O)C/C=C\[C@@H](C)COC(=O)[C@H]2CCCN2C(=O)C/C=C\[C@H]1C	0.5%[12.9 µM]
C[C@]12CCC(=O)C=C1CCC1C2C(O)C[C@]2(C)C1CC[C@]2(O)C(=O)COC(=O)CCC(=O)O (stereo partly specified)	2.4%
O=S(=O)(c1ccccc1)N1CCC2(CC1)CN(Cc1ccccc1)C2	-2.9%
COc1cc(C2c3cc4c(cc3C(O)C3COC(=O)C23)OCO4)cc(OC)c1O (stereo unspecified)	5.0%
COc1ccccc1-c1nc(NCCN2CCOCC2)c2ccccc2n1	-11.9%
O=c1c(O)c(-c2ccc(O)c(O)c2)oc2ccccc12	-27.4%
COc1ccc(/C=C/N(CCc2ccc(OC)c(OC)c2)C(=O)C(F)(F)F)cc1	-3.5%[12.9 µM]

A stretch from further up, for reference:
SMILES	FBPA Giardia inh
C[C@]12CCC(=O)C=C1CCC1C2C(O)C[C@]2(C)C1CC[C@]2(O)C(=O)COC(=O)CCC(=O)O (stereo partly specified)	2.4%
O=S(=O)(c1ccccc1)N1CCC2(CC1)CN(Cc1ccccc1)C2	-2.9%
COc1cc(C2c3cc4c(cc3C(O)C3COC(=O)C23)OCO4)cc(OC)c1O (stereo unspecified)	5.0%
COc1ccccc1-c1nc(NCCN2CCOCC2)c2ccccc2n1	-11.9%
O=c1c(O)c(-c2ccc(O)c(O)c2)oc2ccccc12	-27.4%
COc1ccc(/C=C/N(CCc2ccc(OC)c(OC)c2)C(=O)C(F)(F)F)cc1	-3.5%[12.9 µM]

Remaining list, next part.
SMILES	FBPA Giardia inh
CC(=O)N1CCC[C@@]2(CCN(Cc3ccc(C#N)cc3)C2)C1	-3.7%
FC(F)(F)c1ccccc1-c1cc(NCc2ccccc2)ncn1	-2.4%
CS(=O)c1ccc(-c2nc(-c3ccc(F)cc3)c(-c3ccncc3)[nH]2)cc1 (stereo unspecified)	-0.1%&13.0%
N#Cc1ccc(CS(=O)(=O)c2nc3ccccc3s2)cc1	-2.3%
CCCCCCCCCCCCCCCCCCOC[C@H](COP(=O)([O-])OCC[N+](C)(C)C)OC(C)=O	2.1%
O=c1c(O)c(-c2ccc(O)cc2)oc2ccccc12	0.3%
CC1CCC2C(=O)N3C(CCC(C)[C@@H]3c3ccc(Br)cc3)C(=O)N2C1c1ccc(Br)cc1 (stereo partly specified)	-2.0%[12.9 µM]
N#CCCn1c(=O)c(CCc2ccccc2)nc2cnc(Nc3ccccc3)nc21	9.9%
CC(C)c1ccc2c(c1)CC[C@@H]1[C@@](C)(CN)CCC[C@]21C	5.8%
COC(=O)[C@@]1(Cc2ccc(F)cc2)[C@H]2c3cc(C(=O)N4CCCC4)n(Cc4cccc5ccccc45)c3C[C@H]2CN1C(=O)c1ccccc1	-5.2%
CCNc1ncc2nc(-c3cn(C)c4ccccc34)c(=O)n(C)c2n1	-6.2%
CC(=O)OC[C@@]1(O)C[C@]23CCC4c5ccoc5CC[C@@]4(C)C2CCC1C3 (stereo partly specified)	0.1%
CC1(O)C(=O)C=C2C=C(CCCCOCc3ccccc3)OC=C2C1=O (stereo unspecified)	-4.8%[12.9 µM]
O=c1ccc2ccc(O)cc2o1	2.1%
CCNc1ncc2ncc(=O)n(Cc3cccs3)c2n1	0.9%
COc1ccc2c(c1)O[C@@H](c1ccc3c(c1)OCO3)[C@H](OC(=O)NCc1ccco1)C2=O	0.5%
CN1CCN(c2ncnc3ccc(-c4ccccc4Cl)cc23)CC1	0.8%
O=C1OCCC=C1[C@@H](O)CCc1ccccc1	3.2%[12.9 µM]
CC1=C(/C=C/C(C)=C/C=C/C(C)=C/C=C/C=C(C)/C=C/C=C(C)/C=C/C(=O)[C@]2(C)CC(O)CC2(C)C)C(C)(C)CC(O)C1 (stereo partly specified)	-0.6%
CC(N)=NCCC[C@H](N)C(=O)O	-5.3%
O=C(c1ccncc1)N1CCC2(CC1)CN(C(c1ccccc1)c1ccccc1)C2	3.4%
CN(C)c1ncc2nc(-c3cccs3)c(=O)n(CCC#N)c2n1	-1.0%
C#CCCCO/N=C1/C[C@@H](O)[C@@H](O)[C@@H]2[C@H]3C(=O)N(c4ccc(F)cc4F)C(=O)[C@@H]3CC[C@H]12	0.0%[12.9 µM]
COCCNc1nc(C)nc2c1nc(-c1ccccc1)n2CCN1CCCCC1	0.2%
COc1ccc(OC2C=CC(C#Cc3ccc(Br)cc3)OC2CO)c(C(C)(C)C)c1 (stereo unspecified)	-5.6%[12.9 µM]
CC1(C)CC(=O)c2c(oc3cc4c(cc23)OCO4)C1	6.7%
CC1(C)C(=O)C=C[C@@]2(C)C1C=C[C@@]1(C)C2CC[C@@]2(C)C(c3ccoc3)OC(=O)C3OC312 (stereo partly specified)	-2.5%
COc1ccccc1CNc1nc(-c2cccc(NS(C)(=O)=O)c2)nc2ccccc12	-6.8%
CN1CCN(c2ncc3ncc(=O)n(C[C@H]4CCCO4)c3n2)CC1	4.3%
O=C1c2cc(Br)ccc2O[C@@H](c2ccc3c(c2)OCO3)[C@@H]1O	3.2%
CCCn1c(-c2ccc(F)cc2)nc2c(NCCCN(C)C)nc(C)nc21	-0.4%
NCCCCNS(=O)(=O)c1cccc2c(Cl)cccc12	-3.4%
COCC(=O)N1CCC2(CC1)CN(Cc1cc(C(F)(F)F)cc(C(F)(F)F)c1)C2	-5.1%
O=C(Nc1ccccc1)N1CCC2(CC1)CCN(C(=O)c1cnccn1)CC2	-1.3%
O=C(NC[C@H](O)c1ccccc1)c1ccccc1	1.2%
COc1ccc(C#CC2C=CC(Oc3cc(C)cc(C)c3)C(CO)O2)cc1 (stereo unspecified)	-0.1%[12.9 µM]
CCNC(=O)[C@H]1O[C@@H](n2cnc3c(N)ncnc32)[C@H](O)[C@H]1O	0.2%
COC(=O)CC1C(C)(C)C2(O)OC34CC2C(=O)[C@@]1(C)C3CC[C@]1(C)C4=CC(=O)OC1c1ccoc1 (stereo partly specified)	-2.5%
O=C(Nc1ccccc1)N1CC2(CCN(C(=O)Oc3ccccc3)CC2)C1	2.6%
CCC(=O)OC1(C)C(=O)C=C2C=C(c3ccc(C#N)cc3)OC=C2C1=O (stereo unspecified)	0.6%
O=c1c(-c2ccccc2)nc2cnc(Oc3ccccc3)nc2n1C1CC1	0.6%
COc1ccc(-n2c(=O)cnc3cnc(Oc4ccccc4)nc32)cc1	-4.5%
O=C(Cc1ccccc1I)Nc1ccccc1	-5.5%
COc1ccc(CNc2ncncc2-c2c(C)noc2C)c(OC)c1	-0.8%
COc1ccc(NC(=O)N2CC3(CCN(C(=O)c4csnn4)CC3)C2)cc1	-0.4%
CCCCCCCCCCCCCCCCOCC(COP(=O)([O-])OCC[N+](C)(C)C)OC (stereo unspecified)	2.1%
C#C[C@@]1(O)CCC2C3CCc4cc(O)ccc4C3CC[C@@]21C (stereo partly specified)	5.2%
COc1ccc(-n2c(=O)c(-c3ccccc3)nc3cnc(N4CCOCC4)nc32)cc1	-5.9%
CS(=O)(=O)N1CCC2(CC1)CN(Cc1ccccc1)C2	5.9%
COc1ccc2c(c1)c(CCN1CCOCC1)c(C)n2C(=O)c1cccc(Cl)c1Cl	-10.0%
CS(=O)(=O)N1CCC2(CC1)CN(C(=O)Nc1ccccc1)C2	5.6%
NC(CO)Cc1ccccc1 (stereo unspecified)	4.2%
CC(=O)O[C@H]1C2=CO[C@H](C)[C@H]3[C@H]4C5=C([C@H](O)[C@H]6O[C@@H]6C5=O)[C@H](O[C@H]4C)[C@@]23C(=O)[C@H]2O[C@@H]21	-1.1%[12.9 µM]
CC(C)CO/N=C1/C[C@@H](O)[C@@H](O)[C@@H]2[C@@H]3C(=O)N(Cc4ccccc4)C(=O)[C@H]3CC[C@H]12	-0.1%[12.9 µM]
COc1ccc2c(c1)C(=O)[C@H](OC(=O)NS(=O)(=O)c1ccc(F)cc1)[C@@H](c1ccc(OC)c(Br)c1)O2	0.6%
O=c1cnc2cnc(N3CCOCC3)nc2n1Cc1ccc(F)cc1	-0.3%
CCCN(CCC)c1c([N+](=O)[O-])cc(C(F)(F)F)cc1[N+](=O)[O-]	-3.5%
COC(=O)[C@@]1(Cc2ccc(F)cc2)[C@H]2c3cc(C(=O)N(C)C)n(Cc4ccc(S(C)(=O)=O)cc4)c3C[C@H]2CN1C(=O)c1ccccc1	-3.9%
COc1ccccc1CNc1ncncc1-c1cccc(NS(C)(=O)=O)c1	4.6%
N#Cc1ccc(CN2CCC3(CC2)CCN(C(=O)c2cnccn2)CC3)cc1	-2.3%
Following part
SMILES	FBPA Giardia inh
CC(=O)c1ccc(C2C=CC(O)C(CO)O2)cc1 (stereo unspecified)	-0.7%[12.9 µM]
CCN1C[C@]2(COC)C(O)C[C@H](OC)[C@@]34C5C[C@]6(O)C(OC)C(O)[C@](OC(C)=O)(C5C6OC(=O)c5ccccc5)C(C(OC)C23)C14 (stereo partly specified)	8.1%
COc1ccc2[nH]cc(CCNc3ncnc4ccc(-c5ccccc5OC)cc34)c2c1	-9.4%
COc1cc(OC)c(OC)cc1C=O	1.0%
c1cncc(CNc2cc(-c3ccoc3)ncn2)c1	-21.8%
COC(=O)CCC(=O)OC1(C)C(=O)C2=CN(Cc3ccc4c(c3)OCO4)C(c3ccc(OC)cc3)=CC2=C(Br)C1=O (stereo unspecified)	-19.5%[12.9 µM]
COC(=O)[C@@]1(Cc2ccc(F)cc2)[C@H]2c3cc(C(=O)N(C)C)n(CCN4CCOCC4)c3C[C@H]2CN1C(=O)c1ccccc1	3.5%

This is a subset. The share of hits here may be higher or lower than overall.
